CHRM5 PAM: CHRM5 positive allosteric modulation. CHO-K1 hM5, Fluo-8 calcium, ACh EC20 PAM; 0% = ACh EC20, 100% = ACh EC100. activation, % at 3 µM. 360,000 tested, 0.3% active. AID 624038;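 active means activation above the run cutoff, the mean activation of all test compounds plus 3 SD, cut at about 18% in these data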
Target sequence (P08912 whole entry, looked up): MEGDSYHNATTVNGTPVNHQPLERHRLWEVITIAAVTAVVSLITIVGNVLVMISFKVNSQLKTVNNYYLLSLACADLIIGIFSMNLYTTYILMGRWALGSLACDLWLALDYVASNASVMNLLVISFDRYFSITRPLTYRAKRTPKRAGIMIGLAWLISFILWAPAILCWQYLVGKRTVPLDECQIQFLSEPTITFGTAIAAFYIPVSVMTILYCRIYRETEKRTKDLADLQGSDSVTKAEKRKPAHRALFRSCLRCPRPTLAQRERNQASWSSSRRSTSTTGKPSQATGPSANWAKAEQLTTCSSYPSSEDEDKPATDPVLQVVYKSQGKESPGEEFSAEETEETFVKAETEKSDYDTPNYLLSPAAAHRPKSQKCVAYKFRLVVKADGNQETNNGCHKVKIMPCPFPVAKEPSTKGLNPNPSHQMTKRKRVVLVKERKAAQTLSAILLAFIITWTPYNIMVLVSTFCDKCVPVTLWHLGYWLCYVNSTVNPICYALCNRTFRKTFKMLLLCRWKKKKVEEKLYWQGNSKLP
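Assay system: CHO-K1 hM5 cells / Incubation: Fluo-8 loading 80 min at 37 °C plus 30 min room temperature / Technique: Fluo-8 calcium dye fluorescence, kinetic read / Repeats: single replicate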
CHRM1 PAM: positive allosteric modulators of human M1 muscarinic receptor. P11229. CHO-K1 hM1, Fluo-8 calcium fluorescence, ACh EC20; 0% = ACh EC20, 100% = maximal ACh. activation, % at 3 µM. 360,000 tested, 0.088% active. AID 588819; in the data active means activation above about 19%, passing the limit was not always enough
CHRM4 agonist: agonists of human muscarinic M4 receptor (CHRM4) | AID 624127 | P08173 | 360,000 tested, 0.14% active | activation, % at 3 µM | CHO-K1 hM4/Gqi5, Fluo-8 calcium fluorescence; vehicle 0%, full acetylcholine response 100%;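 active means activation above the run mean over all test wells plus 3 SD, cut at about 32% in these data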;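 further: peak over basal fluorescence ratio per well then scaled between controls; 0% = DMSO wells and 100% = acetylcholine at EC100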
Target sequence (P08173 whole entry, looked up): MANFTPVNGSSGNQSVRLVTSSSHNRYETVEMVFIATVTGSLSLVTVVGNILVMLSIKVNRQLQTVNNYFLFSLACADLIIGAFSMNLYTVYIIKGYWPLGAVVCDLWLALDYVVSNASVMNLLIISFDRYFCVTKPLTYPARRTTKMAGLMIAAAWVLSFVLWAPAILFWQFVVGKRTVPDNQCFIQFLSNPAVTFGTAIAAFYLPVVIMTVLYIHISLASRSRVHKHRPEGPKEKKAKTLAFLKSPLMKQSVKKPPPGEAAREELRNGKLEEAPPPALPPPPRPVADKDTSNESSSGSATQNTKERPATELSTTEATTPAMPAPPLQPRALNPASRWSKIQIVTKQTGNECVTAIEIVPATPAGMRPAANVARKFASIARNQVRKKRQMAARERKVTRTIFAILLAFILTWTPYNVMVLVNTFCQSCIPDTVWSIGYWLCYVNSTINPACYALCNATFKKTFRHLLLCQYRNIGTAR
M1 antag: human CHRM1 antagonism | P11229 | CHO-K1 hM1, Fluo-8 calcium fluorescence, ACh EC80 antagonist | inhibition, % at 3 µM | 360,000 tested, 1.3% active | AID 588852;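 active means percent inhibition above its own plate's cutoff, namely the mean of that plate's compound wells plus 3 SD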;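 further: peak over basal fluorescence ratio during 140 s after agonist addition; 0% = ACh EC80 plus DMSO and 100% = DMSO alone without agonist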
M4 antag: blocks acetylcholine activation of human M4 receptor; CHO-hM4 cells, ACh EC80, Fluo-8 calcium fluorescence; inhibition, % at 3 µM; 360,000 tested, 0.73% active; AID 624125;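 active means inhibition above its plate's cutoff, the mean inhibition of sample wells plus 3 SD, cut at about 27% in these data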;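 further: 0% = acetylcholine EC80 with DMSO and 100% = DMSO without agonist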
CHRM1 agonist: agonists of human M1 muscarinic receptor; CHO-K1 hM1, Fluo-8 calcium fluorescence, agonist mode; 0% DMSO, 100% acetylcholine EC100; activation, % at 3 µM; 360,000 tested, 0.33% active; AID 588814;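 active means activation above the run's mean compound activation plus 3 SD, cut at about 16% in these data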;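 further: peak over basal fluorescence ratio within a 140 s kinetic read after compound addition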
TAAR1 ag: agonists of human TAAR1 | 360,000 tested, 0.99% active | activation, % at 3 µM | CHO RD-HGA16 TAAR1, Fluo-8 calcium fluorescence; vehicle wells 0%, saturating PEA agonist 100%;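 active means activation above the mean activation of all test compounds in the run plus 3 SD, cut at about 38% in these data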
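System: CHO-derived RD-HGA16 cells with stable Gα16 and human TAAR1. Times: 17-24 h plating, Fluo-8 75 min 37 °C, 30 min RT. Measured by: calcium-sensitive Fluo-8 signal, excitation 470-495, emission 515-575 nm. Read-out basis: % activation relative to PEA EC100 response. Control set: DMSO and PEA EC100. Repeats: no replicates (n 1).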
M5 antag: blocks acetylcholine activation of human M5 receptor. CHO-hM5 cells, Fluo-8 calcium fluorescence, ACh EC80. 360,000 tested, 0.59% active. inhibition, % at 3 µM;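 active means inhibition above a per-plate cutoff, the mean of that plate's test compounds plus 3 SD, cut at about 27% in these data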;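 further: 0% = acetylcholine EC80 with DMSO and 100% = DMSO without agonist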
CHRM5 agonist: agonists of human muscarinic M5 receptor (CHRM5) | CHO-K1 hM5 cells, Fluo-8 calcium fluorescence; 0% DMSO wells, 100% maximal acetylcholine response | activation, % at 3 µM | 360,000 tested, 0.19% active;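 active means activation above the run's mean over test compounds plus 3 SD, cut at about 23% in these data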;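 further: signal is peak over basal fluorescence ratio across the kinetic read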
An asterisk follows results filed as active; nt = no result given. This is a subset; rates above refer to the full screens.

SMILES	CHRM5 PAM	CHRM1 PAM	CHRM4 agonist	M1 antag	M4 antag	CHRM1 agonist	TAAR1 ag	M5 antag	CHRM5 agonist
CC(=O)NCCn1c(SCc2cc(=O)n3cc(Cl)ccc3n2)nc2ccccc2c1=O	6.4	5.6	-1.2	-8.3	-9.0	-5.9	8.4	-1.0	0.2
C=CCOc1cccc(/C=N/NC(=O)C(OC)c2ccccc2)c1 (centres undefined)	3.0	11.2	2.5	-20.2	-10.9	-0.6	1.6	-4.7	2.5
CCN(CC)S(=O)(=O)c1cccc(C(=O)NNC(=O)c2ccc3[nH]c(=O)c(=O)[nH]c3c2)c1	1.1	4.0	1.3	-1.9	-8.1	-3.8	0.5	-15.6	-4.0
CN1CCN(C(=O)c2ccc(-n3cccc3)cc2)CC1	-5.0	-0.5	0.3	-8.4	10.3	-3.8	7.3	10.7	-1.4
O=C(Nc1cccc(F)c1)Nc1ccnn1C1CCN(C(=O)CCN2CCCO2)CC1	-7.9	-1.1	0.4	5.6	-0.1	-4.0	3.0	22.2	-3.9
Cc1ccc(N2CC(=O)Nc3c(oc4nc(-c5ccccc5)cc(C)c34)C2=O)cc1	-5.0	-3.1	0.7	11.5	8.8	-1.9	12.9	12.9	-0.8
CCCCCNC(=O)C(c1cc2ccccc2o1)n1c(=O)c(-c2cc3ccccc3[nH]2)nc2ccccc21 (centres undefined)	7.0	nt	1.1	nt	-4.8	nt	1.2	-9.6	0.9
COc1ccc(N2CC(C(=O)N[C@@H](C)C(=O)N[C@H](CO)c3ccccc3)CC2=O)cc1 (some centres undefined)	1.4	0.5	0.3	5.0	-4.3	-4.4	0.9	10.1	1.8
CCOC(=O)N1CCN(C(=O)COC(=O)C2CCN(S(=O)(=O)c3c(Cl)cccc3Cl)CC2)CC1	-4.0	2.6	6.0	-2.7	-2.1	-1.3	15.5	8.7	-1.5
O=C(c1cnc2n(c1=O)CCS2)N1CCN(c2ccc(Cl)c(Cl)c2)CC1	-2.0	-6.4	12.3	-4.8	-11.7	1.3	nt	-10.7	3.4
CCOC(=O)Cn1c(=O)c(F)cn(Cc2ccc(OC)c([N+](=O)[O-])c2)c1=O	9.5	-0.1	1.0	-3.4	12.2	-2.6	1.5	9.7	8.4
Fc1ccc(Nc2ncnc3sc4c(c23)CCC4)cc1F	-1.4	-1.0	0.1	-1.2	8.8	-8.0	-0.8	-2.6	-2.8
Cc1nc(-c2cccc(NS(=O)(=O)c3ccc4ccccc4c3)c2)cs1	1.6	2.0	3.0	-1.2	2.5	1.1	7.6	-3.3	2.7
COc1cccc(Nc2ccc(C(=O)O)cc2N)c1	0.1	12.4	1.2	-16.0	-5.8	-2.8	1.7	0.5	10.6
O=C1CC(c2ccccc2)Cc2nc(N3CCc4ccccc4C3)ncc21 (centres undefined)	6.0	10.2	2.3	-7.8	-3.5	-2.5	1.6	-7.5	2.3
O=C(Nc1ccc2ccccc2c1)C(c1ccccc1F)n1c(=O)c(-c2cc3ccccc3[nH]2)nc2ccccc21 (centres undefined)	1.1	nt	2.1	nt	-2.2	nt	0.0	0.1	2.7
Cc1nn(CC(=O)NC2CC2)c(C)c1S(=O)(=O)NC(C)(C)C	-15.2	-7.5	12.9	11.3	9.4	1.6	0.3	12.7	1.3
O=S(=O)(Nc1nccs1)c1ccc(Br)cc1	-3.5	4.3	1.2	-10.2	-0.1	-4.5	-0.7	-12.7	-1.8
Cn1nnnc1SCC(=O)NCc1cccc(C(=O)O)c1	1.2	10.9	0.0	-6.9	-4.3	-4.5	10.1	3.2	-0.5
CC(C)Sc1nc2c(c(=O)[nH]c(=O)n2C)n1CC(O)COc1ccccc1 (centres undefined)	10.1	3.7	7.1	-11.7	-20.5	-2.4	7.1	-5.5	-0.7
O=C(Nc1ccccc1Cl)O/N=C(/c1ccccc1)c1ccccn1	4.5	4.9	0.1	-24.7	3.0	-2.2	3.0	1.4	-3.0
Cc1ccc(OCC(=O)NCCNC(=O)c2ccco2)cc1	1.7	13.9	0.1	-20.1	-6.8	-2.4	1.2	5.7	0.7
COCCCn1c(=O)/c(=C\c2ccc(OC(F)F)c(OC)c2)s/c1=C(/C#N)C(=O)NCCOC	2.3	11.1	0.5	-19.2	3.1	-0.5	0.5	7.4	1.8
Oc1ccc(C[C@H]2CNCCN2CCc2cccc(F)c2)cc1	4.3	-6.2	0.7	12.3	-3.4	-3.6	3.4	2.7	1.3
COc1cc(OC)cc(C(=O)OCC(=O)NC(C)CCc2ccccc2)c1 (centres undefined)	-3.8	0.1	-0.4	3.0	-8.1	-5.8	0.3	11.6	-3.0
O=C(CSc1nnnn1Cc1ccccc1)N1CCN(c2ccccc2)CC1	-2.9	6.1	1.4	-9.1	1.8	-2.6	-1.9	4.3	-9.8
CCCCCCC(=O)N(O)C1CC(=O)N(c2ccc(Cl)cc2)C1=O (centres undefined)	16.6	14.3	1.5	-10.4	-6.5	-1.2	0.2	-9.0	4.3
COc1ccccc1/C=C/C=N/NC(=O)Cc1cccn1C	-0.9	3.5	0.2	-10.0	-9.7	-3.8	-0.9	-2.2	-2.0
O=C(Oc1ccccc1)c1ccc2nsnc2c1	-1.9	10.1	-0.9	-1.4	16.5	1.7	-0.8	5.2	2.0
Cc1cc(C)cc(Nc2cc(=O)n(C3CCCCC3)c(=O)[nH]2)c1	-7.6	-7.0	3.0	8.8	-1.8	0.4	10.3	3.3	1.9
COc1ccccc1C(=O)NCCc1nc2ccccc2[nH]1	-3.3	3.7	5.6	1.1	-22.3	-1.0	13.1	-6.9	-2.0
COC(CNC(=O)C1CC(=O)N(CCc2ccccc2)C1)OC (centres undefined)	5.7	-1.6	3.6	6.6	0.2	-3.6	13.7	-6.3	1.8
NC(=O)C1CCN(C(=O)CC2C(=O)NCCN2Cc2cccc(Oc3ccccc3)c2)CC1 (centres undefined)	-1.6	3.7	1.5	-10.3	4.6	-1.8	0.8	8.1	-3.1
COc1ccccc1C(=O)NC(=S)Nc1ccc2[nH]c(=O)[nH]c2c1	-2.0	2.1	0.4	-2.7	0.9	-2.2	-2.9	9.9	-2.5
O=C(COc1coc(CN2CCN(c3ccccc3)CC2)cc1=O)Nc1ccccc1F	2.8	11.7	2.3	-2.6	-7.2	8.5	0.5	3.8	1.1
Cc1ccccc1CN1CCC(n2nccc2NC(=O)c2cccnc2)CC1	-2.0	7.4	0.9	1.6	-21.0	-5.3	2.2	-5.2	-4.7
COc1cc(NC(=O)CSc2ncnc3scc(-c4ccccc4)c23)c(C(=O)O)cc1OC	5.2	10.8	1.3	-4.5	-4.0	0.4	3.4	-6.4	0.6
C=CCn1c(SCC(=O)Nc2ccc(OC)cc2)nc2ccccc2c1=O	0.5	3.2	-0.3	-15.0	-13.9	-6.2	7.0	-11.0	3.4
O=C(COC(=O)/C=C/c1ccc(Cl)c(Cl)c1)NC1CC1	-15.7	-2.0	7.4	1.9	5.1	-1.5	11.2	12.2	7.1
CC(=O)Nc1cccc(NC(C)=C(C#N)C#N)c1	0.6	-2.5	0.9	3.1	0.9	-4.4	4.4	-3.7	-1.7
CCCCOC(=O)CCn1[nH]c(=O)c2ccccc2c1=O	3.4	13.5	-0.6	-11.7	-2.2	-3.5	0.6	9.8	1.5
CCc1ccc(NCCC(=O)c2ccc(Cl)cc2)cc1	-5.7	5.6	1.9	-12.9	10.8	-2.5	6.7	9.9	1.6
C=CCNC(=S)N/N=C/c1ccccc1OCCOc1ccccc1	-8.8	9.4	2.5	-19.5	1.3	-2.5	2.0	-6.9	-8.1
CC(C)C1C(=O)N(Cc2cn(CCC3OCCCO3)nn2)CCS(=O)(=O)N1Cc1ccc(-c2ccncc2)cc1 (centres undefined)	-0.9	6.0	1.1	-11.8	-1.8	-4.3	0.6	2.7	1.6
CSc1ncnc2c1ncn2CCCNCC(c1ccccc1)c1ccccc1	-1.1	0.2	3.6	-6.4	-6.7	-9.4	7.8	-2.8	-2.8
COc1ccc(S(=O)(=O)N2CCOCC2)c2ccccc12	-3.2	1.0	1.0	1.1	1.7	-1.4	13.3	-4.3	1.1
Cc1nc(SCC(=O)O)c(C#N)c2c1CCCC2	3.2	7.9	0.7	-9.7	-0.1	-2.5	1.3	8.8	1.6
COc1ccc(/C=N\NS(=O)(=O)c2ccc(Cl)cc2)cc1COc1ccccc1[N+](=O)[O-]	-7.2	4.8	1.1	-9.1	3.7	-2.1	5.4	-1.1	-1.9
Cc1c(C(=O)NNC(=O)c2ccncc2)oc2ccc(Br)cc12	3.1	8.9	1.1	-2.0	-6.4	1.2	5.1	-4.5	3.6
OCC[n+]1ccc(/C=C/c2c[nH]c3ccccc23)cc1	1.0	7.6	5.6	3.8	-0.9	8.6	10.7	-6.3	3.7
CN(C)CC(=O)N[C@@H]1C=C[C@@H](CC(=O)NCCN2CCCCC2)O[C@@H]1CO	9.8	nt	2.3	nt	-19.5	nt	1.5	-12.8	0.9
O=C(COc1ccc(C(=S)N2CCOCC2)cc1Cl)Nc1ccccc1Cl	-6.9	13.1	0.9	-12.0	-4.8	-5.6	2.4	-15.1	-3.5
COC(=O)c1cc2ccsc2n1Cc1nc(-c2ccc(OC)cc2)oc1C	-5.6	-33.9	0.2	44.9*	20.7	-9.8	0.8	2.1	-1.1
O=C1OCCN1c1c(-c2ccccc2)c(-c2cccs2)nc2c(-c3ccccc3)cccc12	-1.9	5.1	1.2	-5.6	-11.9	-5.5	nt	2.6	-5.5
CCC1SC(CC)C(=O)N(CC(=O)NCc2ccc(F)cc2)C1=O (centres undefined)	1.2	5.2	3.2	-9.7	-0.3	-5.5	0.3	10.0	5.3
CS(=O)(=O)c1ccc(C(=O)OC2CCOC2=O)cc1[N+](=O)[O-] (centres undefined)	2.7	4.7	-1.1	2.9	15.8	-1.9	-0.3	-0.2	0.4
O=C(OCCCN1CCCCC1)c1ccc(O)cc1	-3.5	-6.6	0.5	-4.5	0.1	-6.6	0.9	9.2	-7.6
CC1CCCC(NC(=O)COC(=O)CCSc2ccccc2)C1C (centres undefined)	5.8	11.2	1.4	-7.1	-8.7	-3.9	0.7	0.0	-2.8
CCOC(=O)c1c(S(=O)(=O)NCC(=O)NCc2ccc(C)cc2)c(C)n(C)c1C	-7.2	-4.3	3.0	11.9	5.4	-5.9	-0.3	4.6	-2.4

Three structures from above, ordered by length of the SMILES, ascending.
SMILES	CHRM5 PAM	CHRM1 PAM	CHRM4 agonist	M1 antag	M4 antag	CHRM1 agonist	TAAR1 ag	M5 antag	CHRM5 agonist
C=CCNC(=S)N/N=C/c1ccccc1OCCOc1ccccc1	-8.8	9.4	2.5	-19.5	1.3	-2.5	2.0	-6.9	-8.1
CSc1ncnc2c1ncn2CCCNCC(c1ccccc1)c1ccccc1	-1.1	0.2	3.6	-6.4	-6.7	-9.4	7.8	-2.8	-2.8
CCC1SC(CC)C(=O)N(CC(=O)NCc2ccc(F)cc2)C1=O (centres undefined)	1.2	5.2	3.2	-9.7	-0.3	-5.5	0.3	10.0	5.3
